Bioassay records as filed in PubChem BioAssay.
LEDGF integ inh – blocks HIV-1 LEDGF/p75-dependent DNA integration. TR-FRET IN-LEDGF/p75 DNA integration, Eu/Cy5. inhibition, % at 3.7 µM. 370,000 tested, 0.64% active;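 active means inhibition above the screen-wide mean plus 3 SD, cut at about 13% in these data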;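 further: signal is the Cy5 over europium emission ratio at 671 and 618 nm; 0% = plate median of compound wells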
MBD2 inh – inhibitors of human MBD2 binding to methylated oligonucleotide; Q9UBB5; TR-FRET; inhibition, % at 4.4 µM; 370,000 tested, 0.31% active; AID 686964; in the data active means inhibition above about 13%
Target sequence (Q9UBB5 whole entry, looked up): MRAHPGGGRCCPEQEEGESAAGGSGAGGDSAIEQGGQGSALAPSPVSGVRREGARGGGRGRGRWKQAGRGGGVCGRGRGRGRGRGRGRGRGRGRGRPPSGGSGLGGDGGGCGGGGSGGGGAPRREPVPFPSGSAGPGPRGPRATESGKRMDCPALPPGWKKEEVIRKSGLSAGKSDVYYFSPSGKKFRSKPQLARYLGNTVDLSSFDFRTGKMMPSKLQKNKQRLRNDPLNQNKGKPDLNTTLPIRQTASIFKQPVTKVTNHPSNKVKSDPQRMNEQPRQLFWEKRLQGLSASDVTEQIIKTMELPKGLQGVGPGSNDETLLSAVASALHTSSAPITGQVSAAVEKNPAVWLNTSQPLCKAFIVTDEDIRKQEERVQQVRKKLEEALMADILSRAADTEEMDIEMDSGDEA
PRMT1 inh – PRMT1 (human) inhibition, primary screen; Q99873; recombinant PRMT1, activity-based probe fluorescence polarization; inhibition, % at 2.79 µM; 370,000 tested, 1.3% active;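 active means inhibition above about 21% made by adding two undisclosed values, limit read from the data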
Target sequence (Q99873 whole entry, looked up): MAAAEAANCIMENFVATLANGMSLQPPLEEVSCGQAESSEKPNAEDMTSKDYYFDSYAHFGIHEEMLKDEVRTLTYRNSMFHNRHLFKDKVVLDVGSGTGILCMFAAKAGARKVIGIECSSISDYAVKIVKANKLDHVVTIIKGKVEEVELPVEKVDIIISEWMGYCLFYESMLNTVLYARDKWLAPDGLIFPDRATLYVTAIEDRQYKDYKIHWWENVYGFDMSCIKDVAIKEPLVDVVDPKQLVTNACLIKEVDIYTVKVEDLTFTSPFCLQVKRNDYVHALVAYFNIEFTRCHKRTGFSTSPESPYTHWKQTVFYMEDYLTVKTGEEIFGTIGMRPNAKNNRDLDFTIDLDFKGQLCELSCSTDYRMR
TCR-CD3 inh – inhibitors of human TCR-CD3 interaction; inhibition, % at 9.4 µM; 360,000 tested, 0.37% active; AID 651800; TAMRA-labeled TCR probe fluorescence, biochemical; in the data active means inhibition above about 19%;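 further: recombinant mutant TCR 2C K166C tagged with TAMRA read by polarization; 0% = receptor in buffer alone and 100% = receptor with positive control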
UHRF1 binding – human UHRF1 methylated DNA binding inhibitors | Q96T88 | UHRF1 binding to methylated oligo, TR-FRET | 370,000 tested, 0.75% active | inhibition, % at 4.4 µM; in the data active means inhibition above about 21%;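 further: UHRF1 SRA domain binding a hemimethylated CpG hairpin DNA probe; 0% = median of test compound wells and 100% = reference inhibitor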
PG9 binder – binds the HIV-1 gp120 antibody PG9; TR-FRET gp120-PG9 antibody binding; inhibition, % at 6.7 µM; 360,000 tested, 0.43% active; in the data active means inhibition above about 8.5%
NR1D1 modulator – modulators of human Rev-erb alpha DNA binding; AID 1259318; 370,000 tested, 0.79% active; activity, % at 10 µM; Rev-erbα–FITC-DNA binding, fluorescence polarization, 90 min;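 active means activity above about 14%, limit read from the data; passing the limit was not always enough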;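 further: 0% = DMSO wells with 35 nM protein and 100% = DMSO wells with 750 nM protein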
mABHD4 FP – inhibitors of mouse ABHD4. Q8VD66. inhibition, % at 8.92 µM. purified mABHD4, FP-Rh probe fluorescence polarization. 370,000 tested, 0.54% active;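 active means inhibition exceeding the mean over every tested compound plus 3 SD, cut at about 30% in these data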;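 further: 0% = plate median of compound wells and 100% = S159A mutant with DMSO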
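Assay system: Wild-type mouse ABHD4 protein | Medium: HEPES pH 7.0 buffer, 150 mM NaCl, 0.01% Pluronic F-127 | Incubation: Enzyme–compound pre-incubation 45 min, then probe 60 min, both 25 °C | Technique: Fluorescence polarization with parallel and perpendicular emission, 525/598 nm | Evaluation: % inhibition of FP-Rh probe binding versus controls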
HTRA1 inh – blocks human HTRA1 serine peptidase; recombinant HTRA1, FP-rhodamine activity-based probe, fluorescence polarization; inhibition, % at 5.96 µM; Q92743; 340,000 tested, 0.5% active; in the data active means inhibition above about 36%;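 further: 0% = enzyme with DMSO and 100% = wells lacking enzyme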
rCAG binder – binds r(CAG) RNA repeats | r(CAG) RNA repeat, TO-PRO-1 dye displacement fluorescence | inhibition, % at 3 µM | 370,000 tested, 1.3% active;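 active means inhibition above the plate cutoff, the mean of all test compounds on that plate plus 3 SD, cut at about 35% in these data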;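 further: 0% = DMSO alone and 100% = 100 µM mitoxantrone as full dye displacement; higher means more dye released from RNA so lower well fluorescence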
Numbers without * were called inactive; . = no result given.

SMILES | LEDGF integ inh | MBD2 inh | PRMT1 inh | TCR-CD3 inh | UHRF1 binding | PG9 binder | NR1D1 modulator | mABHD4 FP | HTRA1 inh | rCAG binder
O=C(c1cc(S(=O)(=O)N2CCOCC2)c(Cl)cc1Cl)N1CCCCC1 | 3 | -4 | 0 | 7 | -1 | -1.0 | 0 | -3 | -4 | -3
O=S(=O)(Nc1ncccn1)c1ccc(NC(=S)Nc2ccccc2Cl)cc1 | -5 | 3 | 4 | -5 | 2 | 0.0 | -1 | 1 | -1 | -2
COC(=O)[C@H](Cc1ccccc1)NC(=O)Nc1ccc(OC)cc1 | 0 | 0 | 0 | -1 | 3 | -0.5 | -9 | 0 | 6 | -1
COC(=O)c1nn(-c2ccc(Oc3ccccc3)cc2)c(=O)cc1O | -5 | 4 | 2 | 9 | 2 | -1.1 | -8 | 5 | -1 | 5
CCCCn1c(N)c(N(CC)C(=O)C(c2ccccc2)c2ccccc2)c(=O)[nH]c1=O | -2 | 6 | 2 | -6 | 4 | 1.2 | 0 | 4 | 6 | -5
Cc1ccc(CCNS(=O)(=O)c2ccc(C)cc2)cc1 | 0 | 1 | -1 | 1 | 0 | -0.5 | 6 | -9 | -20 | 1
COc1ccc(Cn2c(C3CC3)nc3ccc(NC(=O)c4ccco4)cc3c2=O)cc1 | 3 | -7 | 1 | -5 | -1 | -2.8 | 2 | -30 | -44 | 7
CCCNc1ncnc2nc[nH]c12 | 0 | 1 | 0 | -2 | 1 | 0.5 | 0 | 3 | 1 | 1
Cc1[nH]c(=O)[nH]c(=O)c1S(=O)(=O)N1CCCC(C(=O)N2CCN(c3cccc(C(F)(F)F)c3)CC2)C1 (stereo not drawn) | -2 | 2 | 0 | -6 | 3 | -0.2 | 3 | 2 | 1 | 4
COC(=O)CC1=C(c2ccc([N+](=O)[O-])cc2)CCC1=O | -1 | 0 | 60* | 0 | -3 | 0.2 | -4 | 11 | -4 | 8
Cc1onc(-c2ccccc2Cl)c1C(=O)N1CCCC1 | 4 | -6 | 0 | -1 | -1 | -1.3 | 4 | 9 | 6 | -1
CC(c1nnc(SCC(=O)NC(=O)NCc2ccco2)n1-c1ccc(Cl)cc1)N(C)C (stereo not drawn) | -1 | 4 | 7 | 5 | 6 | -2.7 | -6 | -5 | -3 | 2
COc1cc2sc(C)nc2cc1C | -5 | -5 | 0 | 6 | -1 | -1.5 | -3 | 3 | 9 | 0
COc1ccc(-c2cc3ncccc3cn2)cc1 | 1 | 2 | 0 | -4 | -4 | 0.2 | 3 | 7 | -3 | -3
c1ccc(Cn2c(-c3ccccc3)nc3nc4ccccc4nc32)cc1 | 0 | 3 | 4 | -2 | 2 | 1.8 | 8 | 1 | -3 | 0
O=C(Nc1ccc(Cl)cc1)Nc1nc(-c2ccccc2)cs1 | 4 | -3 | 0 | 7 | -2 | 0.0 | 2 | -4 | -4 | 13
Cc1cc(Cl)ccc1C(=O)C1CCCN(C(=O)c2nonc2C)C1 (stereo not drawn) | -1 | -2 | 0 | 1 | -1 | -3.5 | 0 | -1 | -9 | -5
COCCNc1cc(N)c([N+](=O)[O-])cc1[N+](=O)[O-] | 2 | -3 | -1 | 2 | 5 | -3.2 | 2 | 1 | -1 | 2
CCOc1ccc(S(=O)(=O)NCCSCc2ccco2)cc1 | -2 | 1 | 5 | 2 | -1 | -0.2 | -1 | -1 | -13 | 4
COc1ccc(CCN2C(=NC(=O)CC(C)C)SC3CS(=O)(=O)CC32)cc1 (stereo not drawn) | 5 | -6 | -1 | 6 | -5 | -0.3 | -2 | -5 | 2 | -6
COc1cccc(CN(C)CC2CCCN(CCc3ccc(Cl)cc3)C2)c1OC (stereo not drawn) | -3 | 2 | -4 | -5 | 1 | -1.3 | 3 | 11 | 0 | -11
COC(=O)C1=C(CS(=O)(=O)c2cc(Cl)ccc2OC)NC(=O)NC1c1ccc(O)c(OC)c1 (stereo not drawn) | 2 | -1 | 1 | 4 | 1 | 1.0 | -2 | 2 | 4 | 4
COc1ccccc1NC(=O)C(C)Sc1nnnn1C (stereo not drawn) | -2 | 5 | 3 | 4 | -2 | 0.1 | -1 | 4 | 1 | -3
O=C(CNS(=O)(=O)c1ccc2ccccc2c1)OCc1csc(-c2ccccc2)n1 | -3 | -1 | 7 | -3 | 1 | -2.1 | 7 | -27 | -17 | 3
COc1cc2c(cc1OC)C(c1cccc(Cl)c1)CC(=O)N2 (stereo not drawn) | 0 | -4 | 1 | 11 | 0 | -0.2 | 2 | -4 | -4 | -2
CCOC(=O)c1nnn2c1nc(N1CCN(c3ccccc3)CC1)c1ccccc12 | 2 | 4 | -1 | 6 | 1 | 0.5 | -2 | 0 | 6 | -1
CCn1c(SCC(=O)OC2CCCCC2)nnc1-c1ccncc1 | -3 | 3 | 5 | -8 | 1 | -0.2 | 1 | 2 | 10 | -5
C[C@H]1CN([C@@H](C)CO)C(=O)CCCn2cc(nn2)CO[C@@H]1CN(C)C(=O)CCC(F)(F)F | 3 | -4 | -4 | 3 | -1 | 0.3 | 9 | -3 | 7 | 0
Cc1ccc(S(=O)(=O)N2CC(O)CC2C(=O)OCC(=O)Nc2ccc([N+](=O)[O-])cc2C(F)(F)F)cc1C (stereo not drawn) | 0 | -6 | -1 | 4 | 0 | -0.8 | -3 | 2 | 1 | 5
Cc1ccc(C)c(CN2C(=O)COc3ccccc32)c1 | 2 | 9 | 4 | -5 | 3 | -0.8 | -3 | -18 | -8 | -4

Part of the list above, reformatted.
structure,LEDGF integ inh,MBD2 inh,PRMT1 inh,TCR-CD3 inh,UHRF1 binding,PG9 binder,NR1D1 modulator,mABHD4 FP,HTRA1 inh,rCAG binder
O=C(CNS(=O)(=O)c1ccc2ccccc2c1)OCc1csc(-c2ccccc2)n1,-3,-1,7,-3,1,-2.1,7,-27,-17,3
COC(=O)[C@H](Cc1ccccc1)NC(=O)Nc1ccc(OC)cc1,0,0,0,-1,3,-0.5,-9,0,6,-1
COc1cc2c(cc1OC)C(c1cccc(Cl)c1)CC(=O)N2 (stereo not drawn),0,-4,1,11,0,-0.2,2,-4,-4,-2
Cc1[nH]c(=O)[nH]c(=O)c1S(=O)(=O)N1CCCC(C(=O)N2CCN(c3cccc(C(F)(F)F)c3)CC2)C1 (stereo not drawn),-2,2,0,-6,3,-0.2,3,2,1,4

The listing continues.
SMILES | LEDGF integ inh | MBD2 inh | PRMT1 inh | TCR-CD3 inh | UHRF1 binding | PG9 binder | NR1D1 modulator | mABHD4 FP | HTRA1 inh | rCAG binder
CCN(CC(=O)Nc1ccc(NC(C)=O)cc1)C(=O)C1(c2ccccc2)CC1 | 2 | -2 | -9 | 3 | 0 | -0.6 | 4 | 1 | -2 | -1
CC1CC(C)CN(C(=O)COC(=O)c2cc3ccccc3oc2=O)C1 (stereo not drawn) | 1 | -3 | 0 | -4 | 2 | -1.8 | 5 | -1 | -2 | 3
CCn1c(SCC(=O)OCc2ccccc2)nc2c1c(=O)n(C)c(=O)n2C | 2 | -2 | 6 | -5 | 1 | -1.0 | -4 | 2 | -3 | 2
CC(C)(C)NC(=O)c1oc2ccccc2c1COc1ccccc1 | 1 | 0 | -1 | 8 | -1 | -2.5 | -5 | -6 | -23 | -3
C=CCN(CC=C)C(=O)COn1nnc2ccc(S(=O)(=O)N3CCOCC3)cc21 | -2 | 0 | 5 | 2 | 1 | -0.2 | 1 | -2 | -7 | -7
COc1cccc(C(=O)/C(C#N)=N/Nc2cccc(-c3ccnc(C)n3)c2)c1 | 0 | 3 | 6 | -4 | 0 | -1.6 | 3 | -1 | 3 | 22
CC(C)(C)C(=O)NC1CCN(S(=O)(=O)c2ccccc2F)CC1 | 4 | 15* | -1 | 3 | -1 | 0.7 | 3 | 3 | -8 | -5
COc1ccc(OC(C)C(=O)N2CCc3ccccc3C2)cc1 (stereo not drawn) | -2 | -5 | -2 | 9 | -3 | 0.1 | -1 | 7 | -2 | -8
CC(C)n1cc(CN2CCC(n3nccc3NC(=O)Cc3ccccc3)CC2)cn1 | -3 | -2 | -2 | 5 | 0 | -0.8 | 0 | 4 | 4 | -6
COc1ccc(Cl)cc1N(C(=O)c1ccco1)C(C(=O)NC1CCCC1)c1cccnc1 (stereo not drawn) | 1 | 1 | 0 | 5 | 0 | 0.4 | -2 | 6 | -2 | 1
Cc1cc2nc(-c3ccc(Cl)cc3)c(Cc3ccsc3)n2c(C)c1Br | -1 | 1 | 7 | -5 | -8 | -1.9 | 2 | 0 | . | 7
Fc1ccc(CSc2nnc(-c3cnccn3)n2Cc2ccco2)cc1 | 0 | 4 | 1 | 2 | -3 | -0.6 | 3 | -7 | 3 | -5
Clc1ccc(-c2csc(-c3ccno3)n2)cc1 | 4 | -1 | -3 | 4 | -1 | -1.3 | 5 | -12 | -3 | 3
Cc1ccc(C(=O)NCc2cccc(C(F)(F)F)c2)cc1S(=O)(=O)N1CCCCC1 | 2 | -5 | -2 | 4 | -3 | -1.8 | 0 | -1 | -7 | -4
COc1cccc(N2CCN(c3ccc4nnc(CCC(=O)Nc5ccccn5)n4n3)CC2)c1 | 1 | 8 | 2 | -9 | 4 | 2.0 | -1 | -9 | 6 | 0
CCN1CCN(c2cc(C)c3cc(NC(=O)c4cccs4)ccc3n2)CC1 | 1 | 1 | -3 | -5 | -1 | -1.3 | -10 | 1 | 3 | -5
COc1cc(S(=O)(=O)NCc2ccncc2)c(OC)cc1Cl | 0 | 0 | 2 | 5 | 0 | 0.4 | -6 | 8 | 5 | 2
CCOc1cc(C(=O)NCCC(=O)N2CCC3(CC2)NCCc2[nH]cnc23)cc(OCC)c1OCC | 0 | -2 | 7 | -4 | 0 | 0.9 | 4 | 6 | 1 | -5
CCc1ccc(C(=O)COC(=O)c2n[nH]c3ccccc23)cc1 | -2 | 4 | 0 | 0 | 1 | -1.6 | 8 | 7 | -38 | 6
COc1cccc(C(=O)Cn2c(NCCCO)nc3ccccc32)c1 | 1 | 0 | 3 | 3 | 1 | -2.1 | 0 | 3 | -1 | 0
C=CCn1c(-c2ccc3[nH]c(C)c(C)c3c2)n[nH]c1=S | 0 | -2 | 5 | 5 | 2 | -1.9 | -8 | 4 | -3 | 3
CCCCC(=O)Nc1nc2ccc3nc(C)sc3c2s1 | -6 | 7 | 8 | -8 | 8 | -1.6 | -2 | -19 | -25 | 8
Cc1cc(Cl)c2oc(C(=O)N(C)CCCN3CCOCC3)c(C)c2c1 | -3 | 0 | 2 | -6 | 0 | -0.2 | 3 | 8 | 5 | -9
COC(=O)c1ccc(OCC(O)CNC2CCCC2)cc1 (stereo not drawn) | 0 | 1 | 1 | 5 | 1 | -3.3 | -4 | -2 | -1 | 1
Cc1cc2ccccn2c1C(=S)NC(=O)c1ccccc1 | 6 | -14 | 2 | 5 | -17 | -8.2 | 11 | -21 | 13 | 4
O=C(CCc1nc(-c2ccccc2F)no1)Nc1cccnc1 | -2 | 1 | -3 | -5 | -5 | 0.2 | 4 | -2 | -1 | -3
C/C(=N\OC(=O)Nc1ccccc1)c1cnn(-c2cc(C(F)(F)F)cc(C)n2)c1C | 1 | 1 | -3 | -6 | -3 | -0.9 | 0 | 2 | -4 | -3
O=C(Nc1cccc(Cl)c1)ON1CCCCC1 | -1 | 1 | -1 | -13 | 3 | -0.4 | 0 | 2 | -2 | 4
O=C(COC(=O)c1cc(S(=O)(=O)N2CCOCC2)ccc1Cl)Nc1ccccc1Cl | 3 | 0 | -1 | -1 | 4 | -2.3 | -3 | 2 | -7 | -1

Only part of the results is shown; rates above refer to the full screens.
